KRASV12 cytotoxicity = cytotoxicity in KRAS-transformed pancreatic duct cells, primary screen, cell-based, fluorescence, HTS (AID 431); cytotoxicity, % at 10 µM, or EC50 in µM where a hit was titrated; HPDE-C7K KRASV12 cells, Alamar Blue viability, 48 h; higher % means a stronger effect; 1.7% of 63,000 active;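 active = compounds whose percent cytotoxicity in the single-dose primary screen, scaled between solvent and toxic-drug controls, exceeds 50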;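 note: 0% = DMSO solvent wells and 100% = doxorubicin-treated wells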
Alkaline phosphatase = human TNAP enzyme inhibitors, biochemical, luminescent (AID 518) | Alkaline phosphatase, tissue-nonspecific isozyme (Homo sapiens) | purified TNAP enzyme, luminescent substrate readout; higher % means a stronger effect | 0.09% of 64,000 active | inhibition, % at 20 µM, or IC50 in µM where a hit was titrated; in the data active = a potency from the dose series; inactive = the rest, 99 in 100 with inhibition below about 22%;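 note: plate controls were vehicle for no effect and reference inhibitor for full effect; many of its hits are not listed in these tables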
HPDE-C7 viability = cytotoxicity in HPDE-C7 cells, cell-based, fluorescence, HTS (AID 430) | HPDE-C7 pancreatic duct cells viability, fluorescence; higher % means a stronger effect | one-dose cytotoxicity, % at 10 µM; EC50 in µM for titrated hits | 1.8% of 63,000 active;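 note: cells exposed to compound for 48 hours before viability readout; 0% = vehicle and 100% = reference cytotoxic drug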
Bfl-1 inhibitors = Bfl-1 inhibitors, primary screen, biochemical, fluorescence polarization, FITC-Bid, mouse (AID 432). Bcl-2-related protein A1 (Mus musculus). FITC-Bid BH3 peptide fluorescence polarization displacement; higher % means a stronger effect. displacement, % at 20 µM; hits with a dose series show IC50 in µM. 0.02% of 64,000 active; in the data active = a potency from the dose series; inactive = the rest, 99 in 100 with displacement below about 15%; note: strong numbers were not always called active
LYP phosphatase = LYP phosphatase inhibitors, primary screen, biochemical, DiFMUP fluorescence, recombinant catalytic domain, 10 µM (AID 606). Tyrosine-protein phosphatase non-receptor type 22 (Homo sapiens). recombinant LYP catalytic domain, DiFMUP fluorescence; higher % means a stronger effect. one-dose inhibition, % at 10 µM; IC50 in µM for titrated hits. 52,000 tested, under 10 active;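 active = IC50 under 40 µM in the dose-response test; inactive = IC50 of 40 µM or more, or never dose-tested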
MK inhibit = S. pneumoniae MK inhibitors, primary screen, biochemical, PK/LDH-coupled NADH absorbance. purified MK, PK/LDH-coupled NADH absorbance 340 nm. inhibition, % at 10 µM. 0.48% of 65,000 active. mevalonate kinase [Streptococcus pneumoniae D39];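 active = ranked among the strongest by inhibition in the single 10 µM screen, a fixed top-ranked set picked for dose follow-up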; note: no value below 0 was filed
HT1080 viability = cytotoxicity in HT1080 fibrosarcoma cells, cell-based, fluorescence readout (AID 620). 0.42% of 87,000 active. HT1080 viability, fluorescence; higher % means a stronger effect. cytotoxicity, % at 10 µM; hits with a dose series show EC50 in µM;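 note: cells exposed to compound overnight then 4 h with Alamar Blue; 0% = vehicle DMSO and 100% = killing control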
PMK inhibit = S. pneumoniae PMK inhibitors, primary screen, biochemical, mevalonate pathway, pilot trial included; phosphomevalonate kinase (Streptococcus pneumoniae D39); purified PMK, PK/LDH-coupled NADH absorbance 340 nm; inhibition, % at 10 µM; 0.49% of 65,000 active;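 active = top-ranked compounds by inhibition in the single 10 µM screen, taking a fixed number of the strongest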;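 note: 0% = full reaction with DMSO carrier and 100% = background rate without enzyme reaction; no value below 0 was filed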
DPM-DC inhibit = S. pneumoniae DPM-DC inhibitors, primary screen, biochemical, PK/LDH-coupled NADH fluorescence | diphosphomevalonate decarboxylase (Streptococcus pneumoniae D39) | purified DPM-DC | calls only at 10 µM | 0.49% of 65,000 active;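 active = the 320 compounds with the highest percent inhibition in the single-dose primary screen, excluding strongly autofluorescent ones, cut at about 32% in these data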;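 note: kinetic rate of NADH fluorescence loss reporting ADP formed by the decarboxylase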
PMK inhibit pilot replicates = further read-out of PMK inhibit, marked with its call; inhibition, %; measured here: pilot screen replicates
MK inhibit pilot replicates = also measured in MK inhibit; calls as there; inhibition, %; measured here: pilot screen replicates
DPM-DC inhibit pilot screen % = further read-out of DPM-DC inhibit, marked with its call; inhibition, %; measured here: pilot screen trials
Starred values were filed as active, the others as inactive; i = inactive; x = not tested or not shown. Cut-off read from the data, not from the text of the source, unless noted: active = cytotoxicity above about 50%; inactive = the rest.

SMILES	KRASV12 cytotoxicity	Alkaline phosphatase	HPDE-C7 viability	Bfl-1 inhibitors	LYP phosphatase	MK inhibit	HT1080 viability	PMK inhibit	DPM-DC inhibit	others
COc1ccc(-n2ncc3c(NCC(C)C)ncnc32)cc1	10%	9%	2%	-5%	7%	7	x	3	i
O=C(Nc1nsc(-c2ccccc2)n1)c1ccncc1	-1%	0%	1%	-3%	x	0	-3%	12	i
COc1ccc(S(=O)(=O)NCCC(=O)NC2CCCCCCC2)cc1	-8%	6%	-12%	-9%	8%	0	8%	18	i	PMK inhibit pilot replicates=0.0;MK inhibit pilot replicates=0.0;DPM-DC inhibit pilot screen %=0.0
CC(=O)Nc1ccc(S(=O)(=O)NC(CC(=O)O)c2ccc(OC(C)C)cc2)cc1 (stereo not drawn)	-3%	11%	-10%	-4%	x	0	1%	19	i
Cn1nc(OCC(N)=O)ccc1=O	2%	2%	1%	-5%	x	6	3%	0	i
N#Cc1c2ncn(CC(=O)c3ccc(Br)cc3)c(=O)c2c2n1CCC2	-5%	7%	-8%	8%	x	9	8%	1	i
O=C(NCc1nc2ncc(Br)cc2[nH]1)c1ccccc1	-8%	10%	-4%	5%	14%	3	-6%	3	i
Cc1nnc(SCC(=O)N2CCOCC2)s1	-10%	-2%	-16%	-12%	18%	13	-2%	6	i
Cn1c(=O)n(C)c2cc(S(=O)(=O)NCc3ccccc3)ccc21	3%	8%	-12%	-5%	3%	3	x	1	i
Cc1ccc(NC(=O)CCn2c(=O)oc3ccccc32)c(C)c1	-9%	-1%	-10%	-4%	8%	5	5%	17	i
CCOc1ccccc1C(=O)NCc1ccco1	-8%	9%	-11%	10%	21%	13	8%	11	i
O=C1C2C3C=CC(C3)C2C(=O)N1CCCCN1C(=O)C2C3C=CC(C3)C2C1=O (stereo not drawn)	-8%	0%	0%	-5%	0%	7	4%	1	i
N#CCCn1c(SCC(=O)NCCc2ccc(F)cc2)nc2ccccc21	-1%	7%	-29%	0%	9%	10	1%	0	i
CCOC(=O)C(C)Sc1nc2c(c(=O)[nH]c(=O)n2C)n1Cc1ccc(Cl)cc1 (stereo not drawn)	-12%	7%	-18%	6%	-7%	6	-1%	7	i
COc1ccccc1NC(=O)CSc1nnc(-c2ccncc2)n1CC1CCCO1 (stereo not drawn)	2%	12%	8%	-3%	0%	5	3%	8	i	PMK inhibit pilot replicates=3.5;MK inhibit pilot replicates=0.5;DPM-DC inhibit pilot screen %=0.5
COc1ccc(C(=O)Nc2cccnc2)cc1S(=O)(=O)N1CCOCC1	0%	-5%	6%	-9%	x	4	-2%	8	i
COC(=O)C1=C(C)NC(=O)CC1c1cc2c(cc1Br)OCO2 (stereo not drawn)	4%	6%	2%	4%	-4%	10	2%	12	i
CS(=O)(=O)N(CC(=O)O)c1ccc2c(c1)OCO2	16%	8%	9%	1%	-1%	7	x	9	i
COc1cccc(C(=O)Nc2ccc3nc(N4CCN(c5ncccn5)CC4)cc(C)c3c2)c1OC	21%	9%	15%	-7%	8%	10	3%	0	i
COc1ccccc1N=Cc1nc(-c2ccccc2)oc1OC(C)=O	17%	13%	-4%	2%	5%	2	x	12	i	PMK inhibit pilot replicates=0.0;MK inhibit pilot replicates=1.0;DPM-DC inhibit pilot screen %=1.5
CC(C)(C)c1ccc(OCCN2CCCC2)cc1	18%	0%	16%	0%	x	36	-8%	0	i
Cc1ccc(C2CC(c3ccccc3C)n3nc(N)nc3N2)cc1 (stereo not drawn)	0%	3%	0%	6%	2%	2	4%	8	i
CN(C)CCCNc1oc(-c2cccc(Cl)c2)nc1C#N	-4%	13%	-11%	-4%	x	10	9%	13	x
CCCS(=O)(=O)N1CCC(C(=O)NCCN(CC)c2ccccc2)CC1	-15%	1%	-1%	-5%	-5%	0	3%	2	i

Among those listed so far, two have an NH in an aromatic ring.
SMILES	KRASV12 cytotoxicity	Alkaline phosphatase	HPDE-C7 viability	Bfl-1 inhibitors	LYP phosphatase	MK inhibit	HT1080 viability	PMK inhibit	DPM-DC inhibit	others
O=C(NCc1nc2ncc(Br)cc2[nH]1)c1ccccc1	-8%	10%	-4%	5%	14%	3	-6%	3	i
CCOC(=O)C(C)Sc1nc2c(c(=O)[nH]c(=O)n2C)n1Cc1ccc(Cl)cc1 (stereo not drawn)	-12%	7%	-18%	6%	-7%	6	-1%	7	i

(listing goes on)
SMILES	KRASV12 cytotoxicity	Alkaline phosphatase	HPDE-C7 viability	Bfl-1 inhibitors	LYP phosphatase	MK inhibit	HT1080 viability	PMK inhibit	DPM-DC inhibit	others
COc1ccc(C2(CNC(C)=O)CCCC2)cc1OC	-6%	2%	-4%	5%	96%	8	10%	3	i
COc1ccc(O)c(C(=O)c2cc(C#N)c(=O)n(CCN3CCOCC3)c2)c1	x	14%	x	-10%	x	0	7%	16	i
Cc1cc(N2CCOCC2)n2nc(-c3cccc(F)c3)cc2n1	-6%	-2%	-17%	0%	-34%	0	18%	17	i
COc1ccc(-c2nc(N3CCOCC3)nc3nn4c(C)c(CCC(=O)O)c(C)nc4c23)cc1	-5%	2%	6%	6%	9%	0	-2%	14	x
O=C(CCC1COc2ccccc2O1)Nc1ncccc1O (stereo not drawn)	-12%	18%	-6%	-4%	-4%	7	2%	7	i
O=C(CN(Cc1ccccc1)C(=O)c1ccco1)NCc1ccc(F)cc1	7%	8%	7%	-4%	-3%	5	-6%	1	i
Nc1ccnc(C(F)(F)F)c1C(=O)c1ccccc1	-7%	10%	-13%	3%	x	0	5%	13	i
CCOc1ccc2c(C)nc(NC3=NC(C)(C)C=C(C)N3)nc2c1	48%	11%	24%	2%	-5%	2	11%	0	x
COC(=O)c1sc(N)c(C(=O)OC)c1CSc1nnc(-c2ccccc2Cl)n1C	17%	11%	22%	-2%	13%	16	2%	15	i
Cc1occc1-c1nnc(SCC(=O)N2c3ccccc3CCc3ccccc32)n1C	-4%	9%	3%	-7%	x	3	8%	18	i
CC(NS(C)(=O)=O)C(c1cccs1)N1CCN(c2ccc(F)cc2)CC1 (stereo not drawn)	-12%	-1%	-23%	-5%	11%	1	1%	3	i
Cc1cc(NC(=O)CSc2nc(C(C)C)nc3sc(C)c(C)c23)no1	5%	7%	3%	-1%	7%	10	-9%	9	i

Continued; it opens with the 4 that closed the last part.
SMILES	KRASV12 cytotoxicity	Alkaline phosphatase	HPDE-C7 viability	Bfl-1 inhibitors	LYP phosphatase	MK inhibit	HT1080 viability	PMK inhibit	DPM-DC inhibit	others
COC(=O)c1sc(N)c(C(=O)OC)c1CSc1nnc(-c2ccccc2Cl)n1C	17%	11%	22%	-2%	13%	16	2%	15	i
Cc1occc1-c1nnc(SCC(=O)N2c3ccccc3CCc3ccccc32)n1C	-4%	9%	3%	-7%	x	3	8%	18	i
CC(NS(C)(=O)=O)C(c1cccs1)N1CCN(c2ccc(F)cc2)CC1 (stereo not drawn)	-12%	-1%	-23%	-5%	11%	1	1%	3	i
Cc1cc(NC(=O)CSc2nc(C(C)C)nc3sc(C)c(C)c23)no1	5%	7%	3%	-1%	7%	10	-9%	9	i
Cc1nc(NCC2CCCO2)c2nnn(Cc3ccccc3Cl)c2n1 (stereo not drawn)	2%	4%	4%	-9%	10%	4	2%	9	i
COc1ccc2c(c1)CCc1c(C(=O)N3CCCc4ccccc43)noc1-2	20%	12%	-3%	-3%	x	0	-6%	17	i	PMK inhibit pilot replicates=1.0;MK inhibit pilot replicates=3.0;DPM-DC inhibit pilot screen %=0.0
Cc1ccc(S(=O)(=O)C2(C(=O)Nc3cccnc3)CC2)cc1	5%	15%	7%	0%	0%	6	-3%	0	i	PMK inhibit pilot replicates=0.0;MK inhibit pilot replicates=2.0;DPM-DC inhibit pilot screen %=0.0
CCCOc1ccc(N2C(=O)CC(N3CCN(c4ccccc4F)CC3)C2=O)cc1 (stereo not drawn)	7%	3%	1%	-7%	6%	2	6%	4	i
CCOc1ccc(CCNC(=O)Cn2c(-c3nonc3N)nc3ccccc32)cc1OCC	-24%	-2%	-23%	-5%	12%	0	1%	0	i
O=C(c1ccc(C(=O)N2CCCc3ccccc32)nc1)N1CCCc2ccccc21	-17%	1%	-11%	-4%	6%	3	-1%	0	i
COC(=O)C1C(=O)c2c([nH]c(C(=O)OC3CCCC3)c2C)CC1C (stereo not drawn)	2%	11%	-3%	10%	9%	4	x	19	i
O=C(Cn1cnc2c(cnn2-c2ccccc2)c1=O)c1ccc(Cl)cc1	-12%	6%	-5%	-1%	7%	0	5%	6	i
CC(=O)c1cccc(S(=O)(=O)N2CCN(c3nc4cc(C)cc(C)c4cc3C#N)CC2)c1	0%	21%	7%	3%	11%	1	-9%	0	i
O=C(NC(O)C(=O)c1cccs1)c1cccnc1 (stereo not drawn)	2%	2%	-20%	-6%	x	1	1%	12	i
COc1ccc(C(CC(=O)Nc2nccs2)n2cccc2)cc1 (stereo not drawn)	0%	9%	-7%	-4%	10%	5	3%	10	i
CCOc1cc2[nH]c(=O)n(CC3CCC(C(=O)NCCC(C)C)CC3)c(=O)c2cc1OCC (stereo not drawn)	-4%	3%	-11%	1%	10%	3	-1%	1	i
COc1ccc(N(CC(=O)Nc2ccccc2SC)S(C)(=O)=O)cc1OC	3%	18%	-5%	1%	-1%	1	4%	4	i	PMK inhibit pilot replicates=9.0;MK inhibit pilot replicates=2.0;DPM-DC inhibit pilot screen %=1.5
COc1ccc(NC(=O)C2CCCN2S(=O)(=O)c2ccc(F)cc2)cc1 (stereo not drawn)	1%	3%	5%	-4%	-10%	0	-3%	0	i
CCCN(CCO)Cc1cccc(Oc2ccccc2)c1	8%	2%	-4%	-6%	x	1	-12%	2	i

Already shown: an excerpt of the list.
SMILES	KRASV12 cytotoxicity	Alkaline phosphatase	HPDE-C7 viability	Bfl-1 inhibitors	LYP phosphatase	MK inhibit	HT1080 viability	PMK inhibit	DPM-DC inhibit	others
CC(=O)c1cccc(S(=O)(=O)N2CCN(c3nc4cc(C)cc(C)c4cc3C#N)CC2)c1	0%	21%	7%	3%	11%	1	-9%	0	i
O=C(NC(O)C(=O)c1cccs1)c1cccnc1 (stereo not drawn)	2%	2%	-20%	-6%	x	1	1%	12	i

Compound activity: PubChem, several laboratories
